Bioassay records from PubChem BioAssay.
Tau ThT inhib – tau fibrillization inhibition (ThT binding) | Potency, µM (series often up to 57.4 µM), inactives show at the top dose activity, negative = inhibition, most hits filed as inhibitors | recombinant tau K18 P301L (four-repeat tau fragment), heparin-induced fibrillization, ThT fluorescence | AID 1460 | 270,000 compounds, 2.1% hits | P10636; note: % is set by controls: 0 for no effect and ±100 for the full control effect; nearly all actives have a fitted effect of over 55% in size
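Recombinant human tau K18 fragment […] carrying P301L, 15 uM unlabeled plus 0.24 uM Alexa 594-labeled, was fibrillized with 20 uM heparin in 100 mM sodium acetate pH 7 for 6 hr at 37 C; 30 uM ThT fluorescence read after 1 hr.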
JMJD2E inh – JMJD2E (human) inhibition; JMJD2E catalytic domain, FDH-coupled NADH fluorescence (FDH is formaldehyde dehydrogenase); Potency, µM (doses to about 57.1 µM), inactives show at the top dose activity change, negative = inhibition, most hits filed as inhibitors; AID 2147; 230,000 compounds, 1.6% hits; B2RXH2; active = well fitted inhibition curve with a large enough effect, not every such curve was filed as active; inconclusive = small, poorly fitted or top-dose-only effect, or another doubt; inactive = no such curve, though single readings can be large or run the other way;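 note: 0% = wells with enzyme and -100% = buffer wells without enzyme; nearly all actives have a fitted effect of over 50% in size; many of its hits are not listed in these tables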
Target sequence (B2RXH2 1-337 limits assumed): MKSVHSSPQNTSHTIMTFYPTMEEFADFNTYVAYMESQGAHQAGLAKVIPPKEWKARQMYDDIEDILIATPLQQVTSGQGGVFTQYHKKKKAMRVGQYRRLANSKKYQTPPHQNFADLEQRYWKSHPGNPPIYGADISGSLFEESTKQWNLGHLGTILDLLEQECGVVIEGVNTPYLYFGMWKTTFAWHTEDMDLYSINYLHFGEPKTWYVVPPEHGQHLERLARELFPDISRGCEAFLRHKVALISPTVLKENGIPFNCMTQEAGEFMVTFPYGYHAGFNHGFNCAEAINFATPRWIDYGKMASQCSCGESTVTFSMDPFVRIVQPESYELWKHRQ
RECQ1 helicase – inhibitors of human RECQ1 DNA helicase. 240,000 compounds, 0.54% hits. AID 2549. Potency, µM (highest dose often 57.3 µM), without a hit: top-dose activity, negative = inhibition, actives largely listed as inhibitors. RECQ1 DNA unwinding, red fluorescence kinetic read. P46063;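 note: plate controls were vehicle for no effect and no enzyme for full effect; nearly all actives have a fitted effect of over 30% in size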
Target sequence (P46063 whole entry, looked up): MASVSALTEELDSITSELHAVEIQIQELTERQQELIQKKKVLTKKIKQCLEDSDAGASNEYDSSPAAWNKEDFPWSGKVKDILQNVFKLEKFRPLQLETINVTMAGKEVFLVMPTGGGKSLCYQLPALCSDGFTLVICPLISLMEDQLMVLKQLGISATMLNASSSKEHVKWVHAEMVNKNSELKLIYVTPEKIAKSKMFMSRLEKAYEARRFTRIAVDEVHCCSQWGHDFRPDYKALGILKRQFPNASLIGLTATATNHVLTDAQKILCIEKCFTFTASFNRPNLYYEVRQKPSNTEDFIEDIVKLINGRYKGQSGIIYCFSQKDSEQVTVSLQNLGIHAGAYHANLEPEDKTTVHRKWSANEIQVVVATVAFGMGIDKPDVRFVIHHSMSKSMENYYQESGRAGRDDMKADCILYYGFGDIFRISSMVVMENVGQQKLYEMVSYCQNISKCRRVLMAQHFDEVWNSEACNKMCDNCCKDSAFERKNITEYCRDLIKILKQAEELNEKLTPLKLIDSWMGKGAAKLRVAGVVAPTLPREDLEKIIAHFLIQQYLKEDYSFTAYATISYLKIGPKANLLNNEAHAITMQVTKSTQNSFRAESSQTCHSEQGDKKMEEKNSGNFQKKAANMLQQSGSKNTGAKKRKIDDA
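50 nM RECQ1T1 preincubated 15 min with compound in Tris pH 8.0 buffer with MgCl2, DTT, Tween-20 and 2.5 ug/ml poly(dI-dC); started with 200 nM TAMRA/BHQ-2 forked duplex and 2 mM ATP. Unwinding read as fluorescence (525/598 nm), two reads 2 h apart.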
L3MBTL1 block – blocks human L3MBTL1. Q9Y468. AlphaScreen L3MBTL1–H3K9me1 peptide binding. Potency, µM (titrated, usually from 57.1 µM), inactives show at the highest dose activity, negative = inhibition, most hits filed as inhibitors. 230,000 compounds, 0.66% hits. AID 485360; note: % is set by controls: 0 for no effect and ±100 for the full control effect; nearly all actives have a fitted effect of over 60% in size
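Displacement of a biotinylated histone H3(1-15) peptide monomethylated at Lys9 (75 nM) from L3MBTL1 (50 nM) was measured by AlphaScreen after a 30 min room-temperature compound incubation; cefsulodin titration served as intraplate control.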
Luc counter – Kinase-Glo luciferase inhibition (counter-screen); Kinase-Glo luciferase, ATP luminescence, 8 min; Q27757; AID 1379; Potency, µM (titrated, usually from 38.3 µM), without a hit: at the highest dose activity change, negative = inhibition, actives largely listed as inhibitors; 200,000 compounds, 0.28% hits; note: % is set by controls: 0 for no effect and ±100 for the full control effect; nearly all actives have a fitted effect of over 60% in size
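Compounds were added to a substrate mix at pH 7.2 (50 mM imidazole, 10 uM ATP, within the enzyme's linear range), followed by Kinase-Glo detection reagent; luminescence was measured after 8 minutes at ambient temperature.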
Lamin A splicing – changes lamin A minigene splicing in HeLa cells. HeLa LMNA splicing GFP/RFP minigene ratio, 48 h. Potency, µM (doses to about 46.1 µM), without a hit: at the top dose ratio change, negative = inhibition, usual class: inhibitors. 200,000 compounds, 0.01% hits; active = well fitted inhibition curve with a large enough effect in the signal ratio, with a control signal flat, not every such curve was filed as active; inconclusive = small, poorly fitted or top-dose-only effect, or effect the other way, or a change in a side signal; the % refers to the signal ratio; note: % is set by controls: 0 for no effect and ±100 for the full control effect
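Read-out is the ratio of GFP to DsRed2 object intensity, acquired by 488 nm laser-scanning cytometry on HeLa lamin A-EGFP minigene reporter cells. Compound incubation 48 hrs at 37 °C in Opti-MEM with 2% FBS; DMSO 0.5% final.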
ALDH1A1 block – inhibitors of human aldehyde dehydrogenase 1A1; Purified ALDH1A1, NADH fluorescence, propionaldehyde substrate; P00352; Potency, µM (doses to about 75.3 µM), inactives show at the highest dose activity, negative = inhibition, hits mostly inhibitors; 220,000 compounds, 7.3% hits; active = well fitted inhibition curve with a large enough effect, not every such curve was filed as active; inconclusive = small, poorly fitted or top-dose-only effect, or another doubt; inactive = no such curve, though single readings can be large or run the other way;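 note: plate controls were no enzyme wells and a reference inhibitor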
SMN2 splice enh – increases expression of the SMN2 splice variant. HEK293 SMN2-luciferase splicing reporter, luminescence, 30-36 h. Potency, µM (series often up to 46.1 µM), inactives show at the top dose activity change, positive = activation, most hits filed as activators. 210,000 compounds, 2.8% hits; note: % of control where 0% means no effect; nearly all actives have a fitted effect of over 55% in size
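HEK293 cells carry an SMN2 minigene-luciferase reporter in which exon 7 inclusion puts luciferase in frame. Cells were seeded at 2000 cells/well, attached for 10-12 hours, then exposed to compounds for 30-36 hours at 37C before ONE-Glo luminescence.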
* hit, by the source's call; i = inactive; ? = inconclusive; / = no result given; & = joins results of further samples; [ ] = dose if it differs, or a comment. Unless noted, calls come from the whole dose curve; as a rule, active = well fitted curve in the direction sought with a large enough effect; inconclusive = small, poorly fitted or top-dose-only effect, or another doubt; inactive = no such curve, though single readings can be large; an effect the other way counts as inactive or inconclusive. Potency is the fitted concentration of half-maximal effect. Only part of the results is shown; rates above refer to the full screens.

Value order: Tau ThT inhib | JMJD2E inh | RECQ1 helicase | L3MBTL1 block | Luc counter | Lamin A splicing | ALDH1A1 block | SMN2 splice enh
CCCCC1=CC2=C(OC(C)=O)C(=O)C(C)(OC(=O)c3ccc(Cl)nc3)C(=O)C2=CO1 (configuration not stated)
    22µM* | -16% | 0% | / | 0% | / | 13% | -10%
COc1ccc(NC(=O)CN(c2cc(C)cc(C)c2)S(=O)(=O)c2c(C)n[nH]c2C)cc1
    -18% | 0% | -14% | / | -1% | -4% | 7% | -3%
COC(=O)c1ccc(C(=O)OC)c(NC(=S)N2CCN(c3cc(Cl)ccc3C)CC2)c1
    -8% | ? | -6% | 1% | 0% | -7% | 2% | 5%
O=C(O)c1cc(C(=O)O)cc(-c2ccc(/C=c3/sc4nc5ccccc5n4c3=O)o2)c1
    ? | 13µM* | ? | 1.8µM* | -2% | / | ? | 6%
O=C(Nc1ccccc1N1CCOCC1)c1ccc2nc[nH]c2c1
    -5% | -7% | -11% | 0% | 0% | -14%[46 µM] | -7% | 11%
C#Cc1ccc([C@H]2C=C(C(=O)N3CCN(Cc4ccc5c(c4)OCO5)CC3)O[C@@H](OCC)[C@@H]2CCCO)cc1
    -13% | 1% | i | -20% | / | / | -4% | /
CSc1ccc(NC(=O)c2cccnc2)cc1C#N
    -11% | 2% | -3% | 2% | 0% | 8%[46 µM] | ? | 10%
COC(=O)/C(=C1/OC(=O)C(c2ccccc2)=C1O)c1ccccc1
    ? | -1% | 2% | / | 0% | / | 0% | 4%
CCc1ccc(Nc2nnc(SCC(=O)Nc3sccc3C(N)=O)s2)cc1
    ? | ? | -7% | -8% | 1% | ? | ? | ?
c1ccc2c(N3CCOCC3)nc(-c3ccncc3)nc2c1
    -13% | -2% | 6% | 3% | 1% | ? | -5% | 26%
Cc1nnc(NC(=O)CSc2nnc(C)n2Cc2ccccc2)s1
    11% | -5% | -14% | 15% | 0% | -7% | 11% | 2%
CCCOc1nc2c(c(=O)n(C)c(=O)n2C)n1C
    -6% | 10% | i | 0% | / | / | / | /
Cc1ccc(-c2c[n+](Cc3ccc(Cl)cc3)c3n2CCC3)cc1
    -4% | 1% | -6% | 3% | / | / | / | /
CCCCn1c(N)c(NCCC)c(=O)[nH]c1=O
    -1% | ? | 2% | 12% | -2% | ? | -11% | -2%
COC(=O)C1=C(C)N(c2ccc(OC)cc2)C(C)=C(C(=O)OC)C1c1ccc(OC)cc1
    -11% | -23% | -4% | -9% | / | / | / | /
Cc1cc(/C=N/n2cnnc2)c(C)n1-c1ccc(OCc2ccccc2F)cc1
    ? | -9% | -9% | -16% | -4% | ? | ? | -73%[inhibitor]
Cc1ccc(Cl)cc1NC(=O)C1CCCCC1C(=O)O (configuration not stated)
    6% | 11% | 15% | 2% | -2% | ? | -14% | 1%
CCCCCCCCCC(=O)O[C@H](CC(=O)O)C[N+](C)(C)C
    -2% | -4% | 1% | / | 0% | / | -1% | /
Cc1onc(-c2ccccc2)c1C(=O)Nc1ccccc1C#N
    -7% | 3% | -5% | -6% | 4% | 9% | -1% | -15%
CCOC(=O)N1CCC(NC(=O)c2cc(C(=O)Nc3cccc(C(F)(F)F)c3)ccc2CO)CC1
    ? | -12% | -7% | 9% | -1% | 18%[9.22 µM] | 14% | -51%[inhibitor]
CCN(CC)S(=O)(=O)c1ccc2oc(C(=O)NCCCN3CCOCC3)c(C)c2c1
    -5% | -5% | 15% | / | -5% | 3% | ? | -11%
Cc1ccc(CN2CCN(CC(=O)NC(C)c3ccc4c(c3)OCCO4)C2=O)cc1 (configuration not stated)
    -7% | -4% | -13% | / | -1% | -10% | ? | -16%
COc1ccc(/C=C(\NC(=O)c2ccccc2)C(=O)NCCC(=O)O)cc1
    2% | 1% | i | 3% | 3% | 7%[46 µM] | 9% | -4%
Cc1nn(C)cc1CNC(=O)c1cnn2c1NC(c1ccc(Br)cc1)CC2C(F)(F)F (configuration not stated)
    -14% | -5% | -5% | -3% | -6% | 0% | -4% | -6%
CCCCC/C=C\C/C=C\C/C=C\C/C=C\CCCC(=O)O[C@H](COCCCCCCCCCCCCCCCC)COP(=O)([O-])OCC[N+](C)(C)C
    -8%&3% | -24% | 1% | / | -3% | / | ? | 28%&0%
Cc1ccc2c(C)nc(Nc3nc(CSc4nnnn4-c4ccccc4)cc(=O)[nH]3)nc2c1
    ? | 5% | 3% | -4% | 8% | -5% | 4µM* | -80%[inhibitor]
N#CC(C(=O)Nc1ccc(Cl)c(Cl)c1)=C1Nc2ccccc2N1
    -9% | 3% | -10% | -4% | / | 6% | ? | /
CCCCNC(=O)CC1N=C2c3ccccc3N=C(SCC(=O)Nc3cccc(C)c3)N2C1=O (configuration not stated)
    -7% | -22% | i | 3% | 1% | -1% | ? | -12%
CCCCCOCC1CC(C/C(C)=N/NC(N)=S)C(=O)O1 (configuration not stated)
    -2% | 2% | -2% | 5% | 1% | ? | ? | -1%
O=C(Nc1ccc(F)cc1)C(=O)c1c(O)[nH]c2ccc([N+](=O)[O-])cc12
    16µM* | -1% | 16% | -2% | / | / | / | /

Grouped by structure: those above containing an NH in an aromatic ring
Value order: Tau ThT inhib | JMJD2E inh | RECQ1 helicase | L3MBTL1 block | Luc counter | Lamin A splicing | ALDH1A1 block | SMN2 splice enh
COc1ccc(NC(=O)CN(c2cc(C)cc(C)c2)S(=O)(=O)c2c(C)n[nH]c2C)cc1
    -18% | 0% | -14% | / | -1% | -4% | 7% | -3%
O=C(Nc1ccccc1N1CCOCC1)c1ccc2nc[nH]c2c1
    -5% | -7% | -11% | 0% | 0% | -14%[46 µM] | -7% | 11%
CCCCn1c(N)c(NCCC)c(=O)[nH]c1=O
    -1% | ? | 2% | 12% | -2% | ? | -11% | -2%
Cc1ccc2c(C)nc(Nc3nc(CSc4nnnn4-c4ccccc4)cc(=O)[nH]3)nc2c1
    ? | 5% | 3% | -4% | 8% | -5% | 4µM* | -80%[inhibitor]
O=C(Nc1ccc(F)cc1)C(=O)c1c(O)[nH]c2ccc([N+](=O)[O-])cc12
    16µM* | -1% | 16% | -2% | / | / | / | /

New compounds follow.
Value order: Tau ThT inhib | JMJD2E inh | RECQ1 helicase | L3MBTL1 block | Luc counter | Lamin A splicing | ALDH1A1 block | SMN2 splice enh
Cc1ccc2c(c1)C(c1ccccc1)N(C(=O)c1ccc(S(=O)(=O)N3CCOCC3)cc1)CC(=O)N2 (configuration not stated)
    -3% | -5% | 0% | 6% | -3% | -10% | 7.9µM* | 25%
CCOC(=O)C1(Cc2ccccc2)CCN(Cc2cccc(OC)c2O)CC1
    -12% | 3% | i | -15% | 3% | -8%[46 µM] | -5% | /
O=C(/C=C/c1ccccc1)NC(NC(=S)Nc1ccc(C(=O)O)cc1)C(Cl)(Cl)Cl (configuration not stated)
    1% | -5% | -17% | 3% | 1% | -6% | ? | 1%
O=C(COc1ccc(Cl)cc1Cl)NN=C1CCCCC1
    -16% | 30% | 3% | 4% | 3% | 0% | ? | -18%
O=C(c1cccc(F)c1)N1C2C=CC(C2)C1(C(F)(F)F)C(F)(F)F (configuration not stated)
    0% | -3% | 9% | -2% | -6% | 1% | 2% | -2%
CCOc1cc(C(N)=O)cc(OCC)c1OCC
    -8% | 3% | i | 3% | 5% | -3% | 12% | -11%
Cc1ccc2c(c1)[C@@H]1CN(C)CC[C@@H]1N2S(=O)(=O)c1ccc([N+](=O)[O-])cc1
    -2% | 0% | -3% | -25% | -4% | 1% | ? | /
CCOC(=O)C1CCN(CC(O)COc2ccc(C(C)(C)CC)cc2)CC1 (configuration not stated)
    -11% | 1% | ? | 4% | -1% | 3% | -5% | 3%
CC1CCCCN1CCNC(=O)C1CCN(S(=O)(=O)c2cccc3cccnc23)CC1 (configuration not stated)
    -15% | 5% | -17% | 0% | 1% | -12% | -2% | -4%
COC(=O)Nc1ccc2c(c1)N(C(=O)CCN1CCN3CCCC3C1)c1ccccc1CC2 (configuration not stated)
    -1%&0% | -3%&1% | -1%&-3% | 1%&43% | -3%&-4% | 4% | -4%&-4% | -4%&3%
CCOc1ccc(C(=O)Nc2nncs2)cc1OCC
    -11% | ? | -6% | 6% | -1% | -12% | -5% | -4%
Cn1c(CNc2ccc(F)cc2)nnc1SCC(=O)NNC(=O)Cc1ccccc1
    6% | 0% | i | 2% | -7% | 10%[46 µM] | 4% | -15%
CCc1cc2c(=O)c(-c3nc4ccccc4n3C)c(C)oc2c(CN(CC)CC)c1O
    2% | ? | -18% | -4% | -2% | -5% | ? | 4%
CN1C(=O)[C@@H]2[C@@H]3C[C@@H]([C@H]4ON=C(c5ccc(Cl)cc5Cl)[C@@H]34)[C@@H]2C1=O
    2% | -5% | -7% | 4% | / | -23% | 12% | /
O=C(NCc1ccccn1)C(=O)NN=C1CCCCCCC1
    -16% | 53%[activator] | -8% | / | 3% | 11%[46 µM] | 1% | -29%
CC1=C(C)CC2C(=O)N(Cc3ccccc3)C(=O)C2C1 (configuration not stated)
    2% | 2% | -2% | / | -1% | 13% | -4% | -2%
CCC(=O)Nc1nc2ccccc2n1Cc1ccc(C)cc1
    -12% | 5% | -7% | -5% | 1% | ? | -1% | -32%[inhibitor]

In a second layout: results already given.
molecule,Tau ThT inhib,JMJD2E inh,RECQ1 helicase,L3MBTL1 block,Luc counter,Lamin A splicing,ALDH1A1 block,SMN2 splice enh
Cc1ccc2c(c1)[C@@H]1CN(C)CC[C@@H]1N2S(=O)(=O)c1ccc([N+](=O)[O-])cc1,-2%,0%,-3%,-25%,-4%,1%,?,/
CCOC(=O)C1CCN(CC(O)COc2ccc(C(C)(C)CC)cc2)CC1 (configuration not stated),-11%,1%,?,4%,-1%,3%,-5%,3%
